Screens from PubChem BioAssay.
Gli-Sufu antag: antagonists of Gli-Sufu signaling; Sufu-KO-LIGHT fibroblasts, Gli luciferase reporter luminescence; inhibition, % at 5 µM; actives 0.74% (n = 340,000); AID 588413;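 active means inhibition above about 55%, limit read from the data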;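 further: 0% = DMSO-treated cells and 100% = wells with medium but no cells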
697 NFkB inh: inhibitors of the PMA/ionomycin-induced NF-kB reporter in 697 B cells. AID 435022. 697 B-cell NF-kB luciferase reporter, 16 h. actives 0.33% (n = 330,000). inhibition, % at 4 µM; in the data active means inhibition above about 35%
UBC13 inh: inhibitors of human UBC13 polyubiquitin chain formation | P61088 | TR-FRET | inhibition, % at 20 µM | actives 0.47% (n = 330,000); in the data active means inhibition above about 45%, passing the limit was not always enough
APJ antagonist: antagonists of human APJ apelin receptor | actives 0.32% (n = 330,000) | AID 2521 | P35414 | inhibition, % at 20 µM | CHO-K1 APJ beta-arrestin complementation, luminescence;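 active means inhibition above about 40% at 20 µM, limit read from the data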;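 further: cells challenged with 10 nM apelin-13 agonist together with compound; plate controls were apelin-13 plus DMSO wells for no effect and DMSO wells lacking apelin-13 for full effect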
Target sequence (P35414 whole entry, looked up): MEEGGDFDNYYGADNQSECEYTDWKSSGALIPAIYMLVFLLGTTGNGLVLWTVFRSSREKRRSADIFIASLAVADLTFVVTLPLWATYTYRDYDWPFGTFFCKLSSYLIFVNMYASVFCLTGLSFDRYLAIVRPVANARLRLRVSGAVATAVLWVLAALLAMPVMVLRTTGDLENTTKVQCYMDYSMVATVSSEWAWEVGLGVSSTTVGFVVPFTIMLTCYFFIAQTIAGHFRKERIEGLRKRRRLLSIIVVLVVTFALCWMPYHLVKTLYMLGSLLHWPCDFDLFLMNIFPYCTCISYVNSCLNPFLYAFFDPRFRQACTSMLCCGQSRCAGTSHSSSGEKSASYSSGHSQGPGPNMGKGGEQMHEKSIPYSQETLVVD
EBI2 block: blocks human EBI2 receptor beta-arrestin signaling; AID 651636; inhibition, % at 5 µM; EBI2 beta-arrestin recruitment, luminescence, 7a,25-OHC stimulated; actives 0.81% (n = 360,000); in the data active means inhibition above about 38%;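 further: enzyme fragment complementation signal reports receptor beta-arrestin coupling in cells; 0% = agonist plus DMSO wells and 100% = wells without agonist; some results beyond the cut were filed as inactive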
CXCR6 block: CXCR6 (human) receptor inhibition; O00574; CHO-K1 PathHunter CXCR6 beta-arrestin, luminescence; inhibition, % at 20 µM; actives 0.36% (n = 360,000); AID 602244; in the data active means inhibition above about 34%, passing the limit was not always enough;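 further: antagonist mode with CXCL16 agonist at 10 nM final; 0% = 10 nM CXCL16 with DMSO and 100% = unstimulated wells without agonist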
Target sequence (O00574 whole entry, looked up): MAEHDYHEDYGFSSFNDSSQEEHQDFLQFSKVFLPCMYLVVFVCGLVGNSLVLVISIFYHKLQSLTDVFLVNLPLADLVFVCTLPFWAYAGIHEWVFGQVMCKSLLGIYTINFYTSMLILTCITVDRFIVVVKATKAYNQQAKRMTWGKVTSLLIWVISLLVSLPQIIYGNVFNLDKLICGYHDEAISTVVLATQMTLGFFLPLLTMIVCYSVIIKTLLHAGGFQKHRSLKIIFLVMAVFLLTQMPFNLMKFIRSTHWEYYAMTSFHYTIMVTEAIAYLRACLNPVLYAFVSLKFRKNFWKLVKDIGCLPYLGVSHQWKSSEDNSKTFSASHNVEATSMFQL
CCR6 antagonist: blocks CCL20-driven beta-arrestin recruitment at human CCR6; P51684; inhibition, % at 20 µM; CHO-K1 CCR6 PathHunter beta-arrestin, luminescence, CCL20-stimulated; AID 493098; actives 0.49% (n = 340,000);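 active means compounds whose inhibition of the agonist-driven luminescence signal at 20 µM reaches about 50%, limit read from the data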;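 further: cells stimulated with CCL20 at 14 nM final; plate controls were DMSO with CCL20 for no effect and DMSO without agonist for full effect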
Target sequence (P51684 whole entry, looked up): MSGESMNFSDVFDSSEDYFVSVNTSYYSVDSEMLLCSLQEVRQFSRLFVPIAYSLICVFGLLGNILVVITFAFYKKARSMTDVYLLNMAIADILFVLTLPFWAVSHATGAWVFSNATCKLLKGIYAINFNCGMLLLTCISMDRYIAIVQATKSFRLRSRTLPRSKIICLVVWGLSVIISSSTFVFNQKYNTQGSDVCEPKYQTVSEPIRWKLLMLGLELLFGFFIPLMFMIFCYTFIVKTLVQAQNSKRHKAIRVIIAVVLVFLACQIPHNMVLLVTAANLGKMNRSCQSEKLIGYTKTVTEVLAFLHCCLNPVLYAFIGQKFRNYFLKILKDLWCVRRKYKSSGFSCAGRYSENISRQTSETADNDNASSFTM
Jurkat NFkB inh: inhibitors of the PMA/ionomycin-induced NF-kB reporter in Jurkat cells; PMA/ionomycin-induced NF-kB luciferase reporter, luminescence; inhibition, % at 4 µM; actives 0.53% (n = 330,000); AID 435003; in the data active means inhibition above about 50%
The depositor's hits bear a star; x = not tested or not shown.

SMILES	Gli-Sufu antag	697 NFkB inh	UBC13 inh	APJ antagonist	EBI2 block	CXCR6 block	CCR6 antagonist	Jurkat NFkB inh
O=C(Nc1ccc(Cn2cccn2)cc1)c1ccc(COc2ccccc2Br)cc1	0	-9	24	-1	4	3	13	-34
COc1ccc([C@@H]2CC=C(C(=O)O)[C@H](c3ccc(Cl)cc3)N2S(=O)(=O)c2ccccc2C)cc1	0	16	-15	-15	8	9	11	5
CC(C)[C@H](NC(=O)OC(C)(C)C)C(=O)N/N=C/c1ccc2nccnc2c1	0	-9	-10	-5	-1	-3	-5	9
CCN(Cc1ccccc1)S(=O)(=O)c1ccc(C(=O)N(CCCN(C)C)c2nc3cc4c(cc3s2)OCO4)cc1	29	-28	64*	9	11	10	18	2
Cc1c(Cc2ccccc2)c(=O)oc2cc(OCc3nn[nH]n3)ccc12	-2	17	-10	14	-4	-1	15	-4
Nc1nonc1-n1nnc(C(=O)N/N=C/c2ccccn2)c1-c1ccccc1	-8	22	3	-3	5	-4	5	9
O=C(CCc1ccc(S(=O)(=O)N2CCOCC2)cc1)Nc1ccc(N2CCOCC2)cc1	1	14	7	15	0	-1	-6	-3
CN(CC(=O)Nc1c(Cl)cccc1Cl)C(=O)CNC(=O)c1sc2ccccc2c1Cl	-5	x	x	x	14	3	-10	x
COc1ccc(CCNC(=O)Nc2cc(F)c(F)cc2Cl)cc1OC	15	6	6	2	1	-1	13	-1
CC(C)CC(=O)Nc1c2c(nn1-c1ccc(F)cc1)CS(=O)(=O)C2	15	-2	-2	6	-15	4	14	-11
COc1ccc(OC)c(C(=O)N2CCC(n3nccc3NC(=O)CC(C)C)CC2)c1	1	0	-4	4	5	-3	7	-12
CCOC(=O)/C=C(\C)Nc1cc(C)nn1-c1ccccc1	10	0	-4	16	-2	1	1	-5
CC1CCCC(C)N1C(=O)COC(=O)c1ccc2ccccc2n1 (stereo unspecified)	-5	-6	-17	-7	-5	2	-2	4
O=C(Nc1ccc(C(=O)O)cc1)/C(=C\c1ccco1)NC(=O)c1ccccc1Cl	-1	27	-2	5	2	-2	1	8
CC(=O)C1=C(c2ccccc2)NC(=O)NC1c1cccs1 (stereo unspecified)	-2	4	-4	10	-14	0	-2	-12

Exported comma-delimited: 5 of the compounds above
Compound,Gli-Sufu antag,697 NFkB inh,UBC13 inh,APJ antagonist,EBI2 block,CXCR6 block,CCR6 antagonist,Jurkat NFkB inh
O=C(CCc1ccc(S(=O)(=O)N2CCOCC2)cc1)Nc1ccc(N2CCOCC2)cc1,1,14,7,15,0,-1,-6,-3
CN(CC(=O)Nc1c(Cl)cccc1Cl)C(=O)CNC(=O)c1sc2ccccc2c1Cl,-5,x,x,x,14,3,-10,x
COc1ccc(CCNC(=O)Nc2cc(F)c(F)cc2Cl)cc1OC,15,6,6,2,1,-1,13,-1
CC(C)CC(=O)Nc1c2c(nn1-c1ccc(F)cc1)CS(=O)(=O)C2,15,-2,-2,6,-15,4,14,-11
COc1ccc(OC)c(C(=O)N2CCC(n3nccc3NC(=O)CC(C)C)CC2)c1,1,0,-4,4,5,-3,7,-12

Additional structures follow.
SMILES	Gli-Sufu antag	697 NFkB inh	UBC13 inh	APJ antagonist	EBI2 block	CXCR6 block	CCR6 antagonist	Jurkat NFkB inh
COc1cc(/C=N/OCC(=O)Nc2cc(C)cc(C)c2)ccc1OCc1ccc(Cl)cc1	-97	-144	-22	-23	9	1	-1	-103
Cc1cc2cc(C)c(NCCNC(=O)c3cccc(F)c3)nc2cc1C	10	13	17	-2	2	0	-22	13
Cc1ccc(SCCC(=O)N2CCN(S(=O)(=O)c3ccccc3)CC2)cc1	-9	2	5	15	16	-6	8	5
CCOC(=O)CCc1nc2ccccc2[nH]1	0	14	-3	6	-7	-1	-1	4
Cc1ccc(S(=O)(=O)N2CCN(C(=O)COC(=O)c3oc4ccccc4c3C)CC2)cc1	-1	23	0	0	13	-3	7	4
O=C(COC(=O)CCc1ccccc1)Nc1cc(S(=O)(=O)N2CCOCC2)ccc1N1CCCC1	1	8	4	8	0	3	14	4
CC[C@@]12C(=O)N(c3cccc(Cl)c3)C(=O)N1[C@H](c1cccc(C)c1)[C@@H]1C(=O)N(Cc3ccccc3)C(=O)[C@@H]12	4	26	13	-7	12	14	12	1
C(=N\Nc1nc(-c2ccccn2)nc2ccccc12)/c1ccccc1	x	-30	-4	25	x	x	x	101*
CCC(C)n1c(=N)c(C#N)cc2c(=O)n3cc(C)ccc3nc21 (stereo unspecified)	-8	-19	12	15	5	3	12	-9
CC(C)C[C@H](NC(=O)c1[nH]cnc1C(=O)Nc1ccccc1)C(=O)OC(C)(C)C	-3	-11	-9	14	-19	17	13	14
CC(=O)c1ccc(N2CCN(CC(O)COC(c3ccccc3)c3ccccc3)CC2)cc1 (stereo unspecified)	-1	-17	1	6	12	-3	7	-12
COc1ccc(CN(CC(=O)NCc2ccc(F)cc2)C(=O)CCC(=O)Nc2cc(C)ccn2)cc1	-10	9	5	13	7	2	4	1
CCOC(=O)N1CCN(CCC(=O)Nc2ccc(OC)cc2)CC1	1	-31	-15	-8	-5	-7	-14	-10
O=C(CN1C(=O)c2cccnc2Oc2ccc(Cl)cc21)NCCCc1ccccc1	0	14	14	-7	-10	-6	4	1
COc1ccc(Cl)cc1NC(=O)C(=O)N/N=C/c1cc(C)n(-c2ccc(C)cc2)c1C	-7	22	-11	4	2	2	8	11

Reprinted at random: 2 compounds from above
SMILES	Gli-Sufu antag	697 NFkB inh	UBC13 inh	APJ antagonist	EBI2 block	CXCR6 block	CCR6 antagonist	Jurkat NFkB inh
O=C(COC(=O)CCc1ccccc1)Nc1cc(S(=O)(=O)N2CCOCC2)ccc1N1CCCC1	1	8	4	8	0	3	14	4
C(=N\Nc1nc(-c2ccccn2)nc2ccccc12)/c1ccccc1	x	-30	-4	25	x	x	x	101*

(further entries)
SMILES	Gli-Sufu antag	697 NFkB inh	UBC13 inh	APJ antagonist	EBI2 block	CXCR6 block	CCR6 antagonist	Jurkat NFkB inh
N/C(CSc1ccc(Cl)cc1)=N\S(=O)(=O)c1ccc(Cl)cc1	0	1	4	-7	13	-2	-1	-11
COCC(=O)Nc1nc2ccc(S(C)(=O)=O)cc2s1	-11	-1	2	2	-4	0	4	4
CCOC(=O)c1ccc(N2C(=O)C3C(/C=C/c4ccccc4)OC4(C(=O)c5ccccc5C4=O)C3C2=O)cc1 (stereo unspecified)	18	-26	-24	7	-2	-28	8	-1
O=S(=O)(/C=C/c1ccccc1)NCc1ccccc1Cl	2	-26	-8	-28	2	-3	12	0
COc1ccccc1C(=O)Nc1ccnn1C1CCN(C(C)CSC)CC1 (stereo unspecified)	18	6	3	20	2	-3	9	-14
COc1cc(OC)cc(-c2c(-c3ccc(F)cc3)c3cc(-c4cnc(OC)nc4)ccc3n2C)c1	18	14	30	14	24	2	13	13
Cc1cc(C)nc(-n2ncc3c2CC(c2ccccc2)CC3=O)n1 (stereo unspecified)	9	-11	-2	-13	0	2	18	-4
COc1ccc(CNC(=O)Nc2cc(C)ccc2C)cc1	-14	-2	-10	-2	2	-7	9	-16
Cc1cc2oc(=O)cc(Cn3ccnc3)c2cc1Cl	1	19	3	-4	-2	0	-1	2
N#C/C(=C\c1ccc(F)c(Br)c1)C(=O)NC1CC1	4	16	-1	-59	1	0	-24	21
Cc1cnc(C(=O)OCC(=O)Nc2cc(S(=O)(=O)N3CCOCC3)ccc2Cl)cn1	2	-42	-8	3	2	-12	9	-20
COc1ccc(/C=C/C(=O)Oc2ccc(/C=N/NC(=O)c3ccncc3)cc2)cc1	-8	7	-1	-18	0	-4	-15	-9
CC1CN(CC(=O)Nc2ccc(Br)cn2)CC(C)O1 (stereo unspecified)	2	-9	-6	10	-1	-9	-7	-2
CC1CCCC(NC(=O)COC(=O)Cc2ccc(Cl)cc2)C1C (stereo unspecified)	-1	9	-1	-2	-10	-4	-1	8
O=C(c1cccc(S(=O)(=O)N2CCCCC2)c1)N(CCc1ccccc1)Cc1ccccc1	12	-3	-3	9	7	13	26	2
CS(=O)(=O)c1ccc(C(=O)NCc2ccc(F)cc2)cc1	35	19	6	8	-7	-6	1	8
Cc1ccc(NS(=O)(=O)c2ccc(C(=O)N3CCCCCC3)cc2)cc1	32	-7	0	5	-4	-8	-1	-12
NC(=O)c1ccc(NC(=O)CSc2nnc(-c3ccccn3)n2N)cc1	1	13	-2	17	-5	2	-2	8
CC(C)c1ccc(S(=O)(=O)N2CCN(C(=O)c3cccc(F)c3)CC2)cc1	2	1	-5	-11	-12	-5	19	-13
O=C(N/N=C/c1ccco1)C12CC3CC(CC(C3)C1)C2	-6	-8	4	-1	6	-12	-10	-2
COc1ccccc1C(=O)NCCC(=O)NCC(c1ccc(F)cc1)N1CCOCC1 (stereo unspecified)	-7	19	9	1	-6	-2	5	11
COc1ccc(CNC(=O)COC(=O)c2ccc(Br)c(S(=O)(=O)N3CCOCC3)c2)cc1	-3	4	-7	-6	-10	10	2	-3
CC(C)CC1NC(=O)N(CC(=O)Nc2ccc(OC(F)F)cc2)C1=O (stereo unspecified)	-20	9	-2	-27	-7	2	12	6
CC(C)(C)NC(=O)C1CCN(c2ccc(S(=O)(=O)N3CCOCC3)cc2Cl)CC1	2	12	-9	-7	-4	-5	3	7
COc1ccc(Cl)c(Cn2c(NCCCN(C)C)nc3c2c(=O)n(C)c(=O)n3C)c1	5	2	9	-3	0	9	-2	-18
O=C(OCC(=O)N1CCN(C(=O)c2ccco2)CC1)c1ccccc1Cc1ccccc1	-17	-16	-2	13	5	2	1	6
O=C(CS(=O)(=O)c1ccccc1)Nc1ccc(Br)cn1	-7	-18	1	2	-10	-4	8	3
O=C(Nc1cccc(S(=O)(=O)N2CCCCC2)c1)C1CC(=O)N(c2ccc3c(c2)OCCO3)C1 (stereo unspecified)	12	-11	10	-20	1	-3	3	20
COc1cccc(-c2csc3nc[nH]c(=O)c23)c1	5	7	-4	7	8	1	1	-9
CCCN1CCC(=NNC(=O)CSc2cc(C)c(Br)cc2C)CC1	-5	18	10	7	-1	-7	-2	1

Compound profiles (already shown):
Results for O=C(CS(=O)(=O)c1ccccc1)Nc1ccc(Br)cn1 = Gli-Sufu antag: -7; 697 NFkB inh: -18; UBC13 inh: 1; APJ antagonist: 2; EBI2 block: -10; CXCR6 block: -4; CCR6 antagonist: 8; Jurkat NFkB inh: 3
Results for COc1ccc(Cl)c(Cn2c(NCCCN(C)C)nc3c2c(=O)n(C)c(=O)n3C)c1 = Gli-Sufu antag: 5; 697 NFkB inh: 2; UBC13 inh: 9; APJ antagonist: -3; EBI2 block: 0; CXCR6 block: 9; CCR6 antagonist: -2; Jurkat NFkB inh: -18
Results for CC(C)(C)NC(=O)C1CCN(c2ccc(S(=O)(=O)N3CCOCC3)cc2Cl)CC1 = Gli-Sufu antag: 2; 697 NFkB inh: 12; UBC13 inh: -9; APJ antagonist: -7; EBI2 block: -4; CXCR6 block: -5; CCR6 antagonist: 3; Jurkat NFkB inh: 7

Later entries
SMILES	Gli-Sufu antag	697 NFkB inh	UBC13 inh	APJ antagonist	EBI2 block	CXCR6 block	CCR6 antagonist	Jurkat NFkB inh
Cc1ccc(-n2c(SCC(=O)NCc3ccco3)nc3sc4c(c3c2=O)CC(C)(C)SC4)cc1	12	8	-22	5	9	0	2	-7
CN1CCN(C(=O)CSc2cc(=O)n(C)c3ccccc23)CC1	0	16	2	3	-9	-3	3	13
C[C@@H](C(=O)N1CCN(Cc2ccc3c(c2)OCO3)CC1)n1nnc2ccccc2c1=O	14	21	2	-14	-4	-1	3	-1
CCCc1cc(C(=O)N2CCCC(N3CCN(c4ccccc4C)CC3)C2)n(C)n1 (stereo unspecified)	31	-7	1	-10	0	-3	8	6

Three compounds already listed, sorted by SMILES length, high to low:
SMILES	Gli-Sufu antag	697 NFkB inh	UBC13 inh	APJ antagonist	EBI2 block	CXCR6 block	CCR6 antagonist	Jurkat NFkB inh
Cc1ccc(-n2c(SCC(=O)NCc3ccco3)nc3sc4c(c3c2=O)CC(C)(C)SC4)cc1	12	8	-22	5	9	0	2	-7
CCCc1cc(C(=O)N2CCCC(N3CCN(c4ccccc4C)CC3)C2)n(C)n1 (stereo unspecified)	31	-7	1	-10	0	-3	8	6
CCCN1CCC(=NNC(=O)CSc2cc(C)c(Br)cc2C)CC1	-5	18	10	7	-1	-7	-2	1
